Compound activity: PubChem, several laboratories
Platelet DG rel: inhibitors of platelet dense granule secretion, primary screen, cell-based, MLPCN, human platelets. AID 1663, 2009. 300,000 compounds, 0.22% hits. human platelet-rich plasma, SFLLRN dense granule ATP release, luminescence. inhibition, %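 (compounds screened at 7.5 µM in platelet-rich plasma)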;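 active = mean replicate score, as percent of positive control, at or above 50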
RGS4 block: RGS4 inhibitors, primary screen, cell-based, HEK293 M3R inducible RGS4, calcium flux. 310,000 compounds, 0.45% hits. B-score at 10 µM. Regulator of G-protein signaling 4 (Homo sapiens), P49798. Fluo-4 calcium flux; stronger effect = higher value; triggered by carbachol at its EC20;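 active = B-score, a plate-corrected calcium signal, over three deviations above library mean, with baseline fluorescence within five deviations of library mean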;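 also: RGS4 expression induced by doxycycline in cells with stable M3 receptor; B-score is computed from the integrated fluorescence ratio over baseline after carbachol; higher B-score means a larger calcium signal and so more RGS4 inhibition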
Target sequence (P49798 whole entry, looked up): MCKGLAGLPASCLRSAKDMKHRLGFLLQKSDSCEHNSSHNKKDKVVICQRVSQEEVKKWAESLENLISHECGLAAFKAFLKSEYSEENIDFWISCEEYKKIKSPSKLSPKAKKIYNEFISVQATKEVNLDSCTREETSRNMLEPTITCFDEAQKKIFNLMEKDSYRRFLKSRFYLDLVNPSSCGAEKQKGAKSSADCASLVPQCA
MrgX1 agonist: agonists of human MrgX1 receptor, primary screen, HEK293 cells, Fluo-4 calcium flux. Mas-related G-protein coupled receptor member X1 (Homo sapiens), Q96LB2. Fluo-4 calcium fluorescence, agonist mode; stronger effect = higher value. B-score at 10 µM. 310,000 compounds, 0.44% hits. AID 588627, 2011;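 active = calcium response B-score plate-corrected fluorescence ratio at least 3 library SD, with starting fluorescence B-score inside 5 SD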
Target sequence (Q96LB2 whole entry, looked up): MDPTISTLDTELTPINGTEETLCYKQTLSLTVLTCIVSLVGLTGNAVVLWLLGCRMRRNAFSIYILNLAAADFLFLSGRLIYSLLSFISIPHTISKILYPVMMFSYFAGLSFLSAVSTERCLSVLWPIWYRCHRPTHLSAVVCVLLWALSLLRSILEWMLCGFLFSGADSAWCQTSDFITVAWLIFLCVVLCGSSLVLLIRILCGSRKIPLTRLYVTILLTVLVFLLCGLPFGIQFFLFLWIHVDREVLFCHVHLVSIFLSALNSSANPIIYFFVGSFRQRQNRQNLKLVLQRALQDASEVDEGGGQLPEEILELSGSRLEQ
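Test system: Stable human MrgX1 HEK293 cell line | Schedule: Overnight plating before 1 h dye loading | Read-out basis: Baseline-normalised fluorescence change ratio, B-scored | Detection: Kinetic calcium dye fluorescence, Fluo-4 NW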
MrgX1 antagonist: antagonists of human MrgX1 receptor, primary screen, HEK293 cells, Fluo-4 calcium flux; 310,000 compounds, 1.3% hits; B-score at 10 µM; AID 588676, 2011; BAM8-22 antagonism; stronger effect = lower value;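 active = calcium-response B-score plate-corrected more than 3 library SD below zero, starting fluorescence within 5 deviations, no agonist response on first addition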;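 also: peak minus trough fluorescence over baseline after final BAM8-22 challenge near maximal dose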
RGS4 act: RGS4 potentiators or activators, primary screen, cell-based, HEK293 M3R inducible RGS4, calcium flux. carbachol calcium flux Fluo4; stronger effect = lower value. B-score at 10 µM. 310,000 compounds, 0.92% hits. AID 463111, 2010;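 active = B-score of the integrated calcium signal more than 4 SD below the library mean, with starting fluorescence not abnormally high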;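 also: negative B-score means reduced calcium response which marks RGS4 activation or potentiation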
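Material: Inducible-RGS4 HEK293 cells carrying M3 receptor; also added: carbachol at ECmax as muscarinic agonist stimulus; incubation: compound preincubation 20 min at room temperature before agonist; signal: Fluo4-AM (2 µM) calcium-flux fluorescence, kinetic read; measure: integrated calcium ratio converted to B score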
MrgX1 PAM: positive allosteric modulators of MrgX1, primary screen, HEK293 cells, Fluo-4 calcium flux; Mas-related G-protein coupled receptor member X1 (Homo sapiens), Q96LB2; FDSS; stronger effect = higher value; B-score at 10 µM; 310,000 compounds, 0.63% hits; AID 588675, 2011;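 active = plate-corrected calcium response at least 3 library SD above typical, normal starting fluorescence, not activating the receptor alone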;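 also: compound read alongside a low EC10 to EC30 dose of BAM8-22 agonist; peak minus trough fluorescence over baseline measured at the second addition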
TRPC4 block: inhibitors of mouse TRPC4 channel, primary screen, Fluo4 calcium, HEK293 TRPC4beta/mu-opioid cells; Short transient receptor potential channel 4 (Mus musculus), Q9QUQ5; B-score at 10 µM; 300,000 compounds, 0.39% hits; DAMGO-evoked Fluo4 calcium flux; stronger effect = lower value; AID 2247, 2010;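 active = B-score over 3 SD under the library average, no early fluorescence shift, positive overall ratio signal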
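Assay system: HEK293 cells with stable TRPC4beta plus mu-opioid receptor expression; Probe or stimulus: DAMGO in two steps, submaximal then maximal; Dosing: single-point compound dosing; Measured by: Fluo4 calcium-dye fluorescence, kinetic read; Read-out basis: B score from integrated Fluo4 fluorescence ratio.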
SKKanGAS inh: S. pyogenes SKKanGAS growth inhibitors in kanamycin, primary screen, streptokinase expression inhibitor project, SKKanGAS strain, BacTiter-Glo luminescence | 6 h | inhibition, % at 7.5 µM | 300,000 compounds, 1.3% hits;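 active = mean replicate score, as percent of positive control median, at least 50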;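 also: strain carries kanamycin resistance gene driven by streptokinase promoter and grows in 40 µg/ml kanamycin; loss of luminescence reflects streptokinase promoter inhibition or plain growth inhibition; 0% = median of DMSO wells and 100% = positive control at its reference dose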
HIF act: HIF pathway transcriptional activators, primary screen, cell-based, U2OS HRE-luciferase, luminescence; 300,000 compounds, 0.32% hits; U2OS HRE-luciferase reporter; normalized: DMSO 0%, desferrioxamine 100%; activation, % at 7.5 µM (by protocol);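 active = mean activation of at least 10% of the iron chelator positive control signal, with at least half of replicates also reaching 10%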
TRPC6 inh: mouse TRPC6 channel inhibitors, primary screen, cell-based, HEK293, membrane potential dye; 310,000 compounds, 1.1% hits; AID 2553, 2010; B-score at 10 µM; ACh-evoked depolarization; stronger effect = lower value;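 active = B-score under library mean minus 3 SD, initial fluorescence not abnormally high, positive integrated signal ratio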;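 also: B-score derived from integrated fluorescence ratio over the kinetic read; more negative B-score means stronger inhibition of depolarization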
TRPC6 act: mouse TRPC6 channel activators, primary screen, cell-based, HEK293, membrane potential dye | Short transient receptor potential channel 6 (Mus musculus), Q61143 | HEK293-TRPC6 membrane potential dye fluorescence; stronger effect = higher value | B-score at 10 µM | 310,000 compounds, 0.13% hits | AID 2550, 2010;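 active = B-score of the integrated fluorescence ratio above library mean plus 3 SD, and starting fluorescence ratio within library mean plus 5 SD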;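 also: higher score means more depolarization so channel activation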
Numbers without * were called inactive; i = inactive; / = no result given.

SMILES | Platelet DG rel | RGS4 block | MrgX1 agonist | MrgX1 antagonist | RGS4 act | MrgX1 PAM | TRPC4 block | SKKanGAS inh | HIF act | TRPC6 inh | TRPC6 act
CCOc1cc(/C=C2/C(=O)ON=C2C)ccc1OCc1ccc(F)cc1 | 0 | i | i | i | i | i | i | -12 | / | i | i
COc1ccc(-c2cc(=O)c3c(OC)c(OC)c(OC)c(OC)c3o2)cc1OC | 4 | i | i | i | i | i | i | 4 | 0.1 | i | i
Cc1ccc(OCCn2c(SCCO)nc3c(N)ncnc32)cc1 | 19 | i | i | i | i | i | i | -3 | 0.5 | i | i
Cn1cnnc1SC(C(=O)Nc1ccc(F)cc1)c1ccccc1 (configuration not stated) | 0 | i | i | i | i | i | i | -3 | 0.1 | i | i
COc1cc(Br)cc2cc(C(=O)OC3CCN(C)CC3)c(=O)oc12 | 0 | i | i | i | i | i | i | -2 | 0.3 | -12* | i
Cc1nc2ccccc2c(=O)n1N | 2 | i | i | i | i | i | i | 5 | -0.1 | i | i
O=C(NCc1ccc(Cl)cc1)C(=O)c1cn(CC(=O)N2CCOCC2)c2ccccc12 | -5 | i | i | i | i | i | i | 11 | 0.7 | i | i
Cc1cc(=O)oc(C)c1C(=O)Nc1ccc(N(C)C)cc1 | 4 | i | i | i | i | i | i | 4 | -0.2 | i | i
Cc1cc(C)n(CCCNC(=O)c2ccc3c(c2)NC(=O)CS3)n1 | / | i | i | -8* | i | i | i | -1 | -0.4 | i | i
CN1CCN(S(=O)(=O)c2cccc(C(=O)N(c3ccccn3)C3CCCCC3)c2)CC1 | 13 | i | i | i | i | i | i | 0 | -0.3 | i | i
O=C(COC(=O)c1nc(Cl)ccc1Cl)Nc1ccccc1OC(F)F | 0 | i | i | i | i | i | i | -6 | 0.1 | i | i
CCOC(=O)/C(N=Nc1cc(C(=O)O)cc(C(=O)O)c1)=C(\O)CCl | 10 | i | i | i | i | i | i | -5 | 1.0 | i | i
CNC(=O)c1cc(C(=O)c2ccc(Cl)cc2)c(Br)[nH]1 | 4 | i | i | i | i | i | i | -6 | -0.1 | i | i
C[C@H](NC(=O)c1ccc(Br)cc1)C(=O)NCc1ccc(S(N)(=O)=O)cc1 | -1 | i | i | i | i | i | i | 41 | 0.0 | i | i
COc1ccc(C(=O)NCCCOC(C)C)cc1OC1CCN(C(C)=O)CC1 | 8 | i | i | i | i | i | i | -8 | -1.5 | i | i
CCc1ccc(CNC(=O)c2ccc3c(c2)NC(=O)C(N2CCOCC2)S3)cc1 (configuration not stated) | -4 | i | i | i | i | i | i | -2 | -0.8 | i | i
NS(=O)(=O)c1cccc(NC(=O)c2cc(=O)c3ccccc3o2)c1 | -3 | i | i | i | i | i | i | 1 | 0.7 | i | i
Cc1c(S(=O)(=O)Nc2cccc(Cl)c2)c(=O)n(C)c(=O)n1C | -6 | i | i | i | i | i | i | 0 | -0.3 | i | i
O=[N+]([O-])c1cnccc1Nc1cccc(F)c1 | 5 | i | i | i | i | i | i | 5 | 0.8 | i | i
CCCCn1c(N)c(N(CCOC)C(=O)CCCc2nc3ccccc3c(=O)[nH]2)c(=O)[nH]c1=O | 28 | i | i | i | i | i | i | 13 | 0.0 | i | i
CC(C)(C)c1ccc2c(c1)N(CC(=O)N1CCCC1)C(=O)CO2 | 1 | i | i | i | i | i | i | 0 | -0.2 | i | i
COc1ccc(CNC(=O)c2c(C)cc(=O)oc2C)cc1OC | -6 | i | i | i | i | i | i | -2 | -0.3 | i | i
S=C(NCCc1ccccc1)Nc1c(Cl)cccc1Cl | 1 | i | i | i | i | i | i | 4 | 0.2 | i | i
C/C(N)=C(\C#N)C(=O)NCc1ccccn1 | -4 | i | i | i | i | i | i | 3 | -7.7 | i | i

Next section; the last three above are carried over.
SMILES | Platelet DG rel | RGS4 block | MrgX1 agonist | MrgX1 antagonist | RGS4 act | MrgX1 PAM | TRPC4 block | SKKanGAS inh | HIF act | TRPC6 inh | TRPC6 act
COc1ccc(CNC(=O)c2c(C)cc(=O)oc2C)cc1OC | -6 | i | i | i | i | i | i | -2 | -0.3 | i | i
S=C(NCCc1ccccc1)Nc1c(Cl)cccc1Cl | 1 | i | i | i | i | i | i | 4 | 0.2 | i | i
C/C(N)=C(\C#N)C(=O)NCc1ccccn1 | -4 | i | i | i | i | i | i | 3 | -7.7 | i | i
COc1ccc(C(=O)c2cc([N+](=O)[O-])ccc2N2CCOCC2)cc1 | -3 | i | i | i | i | i | i | -5 | 5.6 | i | i
O=C1c2ccccc2C(O)(Cc2ccccc2)N1C1CCCCC1 (configuration not stated) | -6 | i | i | i | i | i | i | 11 | 0.0 | i | i
O=C(O)CCCn1nc(C(F)(F)F)c2c1CCCCC2 | -5 | i | i | i | i | i | i | -1 | -0.5 | i | i
CCOc1ccc(NC(=O)C2CSC(c3ccncc3)=N2)cc1 (configuration not stated) | -13 | i | i | i | i | i | i | 1 | 0.1 | i | i
CCCCNc1nc2sc3c(c2c(=O)n1-c1cccc(Cl)c1)CCN(C)C3 | / | i | i | i | i | i | i | 26 | / | -6.1* | i
Cc1ccc(/C=N/NC(=O)c2c(C)nc3ccc(Br)cn23)cc1 | 1 | i | i | i | i | i | i | 2 | 4.3 | i | i
Nc1c(-c2ccccc2)nc(Cl)nc1-c1ccccc1 | -3 | i | i | i | i | i | i | -4 | -0.2 | i | i
O=C(OCC(=O)c1ccc[nH]1)c1ccc2ccccc2n1 | -1 | i | i | i | i | i | i | -1 | 0.4 | i | i
O=C(COc1ccc(C(=S)N2CCOCC2)cc1)N1CCOCC1 | 2 | i | i | i | i | i | i | 13 | -1.6 | i | i
Cn1c(=N)n(CC(O)c2ccco2)c2ccccc21 (configuration not stated) | 0 | i | i | i | i | i | i | 2 | -0.3 | i | i
O=C(Nc1nccs1)C1CCCN(S(=O)(=O)c2cccc3cccnc23)C1 (configuration not stated) | -2 | i | i | i | i | i | i | -5 | 0.5 | i | i
Cc1ccc(C)c(NC(=S)N2CCC(NC(=O)c3ccc(F)cc3)CC2)c1 | -10 | i | i | i | i | i | i | 1 | -0.3 | i | i
COc1ccc(CNC(=O)CSc2nc3ccc(N)cc3s2)cc1 | 12 | i | i | i | i | i | i | 5 | -1.4 | i | i
Cc1ccc(NC(=O)c2cc(-n3cnnc3)ccc2Cl)cc1 | 6 | i | i | i | i | i | i | 2 | -0.2 | i | i
Cc1cc([N+](=O)[O-])c(N2CCC[C@@H]2C(=O)O)c([N+](=O)[O-])c1 | -4 | i | i | i | i | i | i | -1 | -0.8 | i | i
O=C(Cn1nc(Cc2cccnc2)c2ccccc2c1=O)NCCCN1CCCC1=O | 4 | i | i | i | i | i | i | 0 | 0.0 | i | i
COC(=O)CN1C(=O)c2cccc3cccc1c23 | 4 | i | i | i | i | i | i | 3 | 2.1 | i | i
N=c1c(C(=O)NCC2CCCO2)cc2c(=O)n3ccccc3nc2n1Cc1ccccc1Cl (configuration not stated) | 4 | i | i | i | i | i | i | 3 | 9.4 | -6.7* | i
O=C(NC(=S)Nc1cccc(Cl)c1N1CCCCC1)c1cccs1 | 2 | i | i | i | i | i | i | 60* | 2.0 | i | i
O=C(NCc1ccc(F)cc1)Nc1ccccc1 | 6 | i | i | i | i | i | i | -9 | 1.8 | i | i
Cc1ccc([N+](=O)[O-])cc1S(=O)(=O)Nc1ccc(N2CCOCC2)cc1 | 2 | i | i | i | i | i | i | -5 | 0.0 | i | i
c1cn2cc(-c3ccc4c(c3)OCO4)nc2s1 | 7 | i | i | i | i | i | i | 1 | 2.1 | i | i
CC1CCN(C(=O)C2CCN(C(=O)c3cc4sccc4n3Cc3ccc(F)cc3)CC2)CC1 | 0 | i | i | i | i | i | i | 3 | -0.2 | i | i
COc1ccc(S(=O)(=O)N2CCCC2C(=O)Nc2nccs2)cc1 (configuration not stated) | -14 | i | i | i | i | i | i | -4 | -0.4 | i | i
CC(C)CCn1c(N2CCOCC2)nc2c1c(=O)n(CC(N)=O)c(=O)n2C | 0 | i | i | i | i | i | i | -1 | -0.1 | i | i
CC(C)[C@H](NC(=O)c1ccco1)C(=O)OCC(=O)Nc1ccc(F)cc1 | -8 | i | i | i | i | i | i | -14 | -0.2 | i | i
CN(CC(=O)Nc1ccc(N2CCOCC2)cc1)C(=O)C12CC3CC(CC(C3)C1)C2 | -6 | i | i | i | i | i | i | 13 | -32 | i | i
Cn1c(NNC(=O)C(c2ccccc2)c2ccccc2)cc(=O)n(C)c1=O | 9 | i | i | i | i | i | i | 2 | -0.6 | i | i
CC1Cc2nc(SCC(=O)N3CCOCC3)n(-c3ccccc3)c(=O)c2S1 (configuration not stated) | 1 | i | i | i | i | i | i | -3 | -0.2 | i | i
O=C(NN1CCOCC1)c1cccc(COc2cccc(Br)c2)c1 | 4 | i | i | i | i | i | i | -15 | 1.3 | i | i
O=C(O)Cn1c(=S)sc2ccccc21 | 2 | i | i | i | i | i | i | -8 | 0.4 | i | i
CCc1ccccc1NC(=O)c1ccc(S(=O)(=O)N2CCCC2)cc1 | -7 | i | i | i | i | i | i | -1 | -0.3 | i | i
O=C1CCCN1CN(C(=O)c1ccccc1)c1ccccc1 | -23 | i | i | i | i | i | i | 0 | 1.0 | i | i
Cc1ccccc1NC(=O)c1ccc(NC(=O)C2CCCO2)cc1 (configuration not stated) | 0 | i | i | i | i | i | i | -6 | 0.3 | i | i

Rows were taken by chance; overall some 6.1% were active at least once.
